MBD2 inh: blocks human MBD2 binding to methylated DNA; TR-FRET, MBD2 binding to methylated oligonucleotide; inhibition, % at 4.4 µM; hit rate 0.31% among 370,000; AID 686964; in the data active = inhibition above about 13%
Target sequence (Q9UBB5 whole entry, looked up): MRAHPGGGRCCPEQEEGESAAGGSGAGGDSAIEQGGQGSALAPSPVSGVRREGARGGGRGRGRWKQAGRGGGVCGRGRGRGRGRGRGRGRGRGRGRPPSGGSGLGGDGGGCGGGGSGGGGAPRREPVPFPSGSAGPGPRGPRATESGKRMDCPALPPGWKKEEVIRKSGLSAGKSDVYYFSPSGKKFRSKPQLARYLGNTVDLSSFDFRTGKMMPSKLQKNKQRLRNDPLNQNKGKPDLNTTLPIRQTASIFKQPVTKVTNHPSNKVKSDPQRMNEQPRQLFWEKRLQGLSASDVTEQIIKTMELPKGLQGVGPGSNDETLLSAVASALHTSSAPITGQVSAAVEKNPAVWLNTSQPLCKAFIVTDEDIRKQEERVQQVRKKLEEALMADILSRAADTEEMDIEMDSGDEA
ADAM17 inh: inhibitors of human ADAM17; recombinant ADAM17, EDANS/DABCYL FRET peptide cleavage; inhibition, % at 6.95 µM; hit rate 0.83% among 370,000; P78536;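 active = inhibition above the mean of compounds lying between control limits plus 3 SD, set per campaign, cut at about 8.5% in these data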;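 note: 0% = DMSO-only wells as the low control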
Target sequence (P78536 215-824 limits assumed): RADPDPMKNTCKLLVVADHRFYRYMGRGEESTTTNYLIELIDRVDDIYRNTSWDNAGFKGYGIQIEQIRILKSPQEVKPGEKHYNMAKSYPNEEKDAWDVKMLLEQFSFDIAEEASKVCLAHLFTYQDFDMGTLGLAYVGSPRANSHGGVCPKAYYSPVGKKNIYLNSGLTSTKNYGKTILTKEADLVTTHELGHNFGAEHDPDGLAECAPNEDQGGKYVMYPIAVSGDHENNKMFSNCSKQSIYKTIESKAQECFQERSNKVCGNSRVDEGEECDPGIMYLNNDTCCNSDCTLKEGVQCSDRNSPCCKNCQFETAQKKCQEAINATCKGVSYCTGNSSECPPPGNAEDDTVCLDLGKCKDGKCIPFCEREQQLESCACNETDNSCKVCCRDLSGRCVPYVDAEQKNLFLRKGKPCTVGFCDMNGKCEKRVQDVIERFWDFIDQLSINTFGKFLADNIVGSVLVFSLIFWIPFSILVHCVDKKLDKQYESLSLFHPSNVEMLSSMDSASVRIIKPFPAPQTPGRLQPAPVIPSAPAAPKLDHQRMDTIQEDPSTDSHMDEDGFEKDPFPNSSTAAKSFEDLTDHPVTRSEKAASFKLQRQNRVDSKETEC
hcDAF-12 act: activators of H. contortus DAF-12 nuclear receptor | HEK293 hcDAF-12 lit1-tk-luc reporter, luminescence; 0% DMSO, 100% Δ7-dafachronic acid | activation, % at 6.8 µM | hit rate 1.4% among 370,000 | AID 652067;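 active = activation above the mean of all tested compounds plus 3 SD, cut at about 5.5% in these data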;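 note: 100% = response to 3 µM Δ7-dafachronic acid high control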
Rev-erbA mod: modulates human Rev-erb alpha binding to DNA. P20393. Rev-erbα–FITC-DNA binding, fluorescence polarization, 90 min. hit rate 0.79% among 370,000. activity, % at 10 µM;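 active = activity above about 14%, limit read from the data; passing the limit was not always enough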;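 note: 0% = DMSO wells with 35 nM protein and 100% = DMSO wells with 750 nM protein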
DAX1 inh-1: blocks DAX1 repression of SF-1 activated StAR promoter; HEK293T StAR-luciferase reporter, SF-1/DAX-1 repression relief; AID 652010; hit rate 1.1% among 370,000; inhibition, % at 6.8 µM;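 active = inhibition above the mean over all tested compounds plus 3 SD, cut at about 3.6% in these data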;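 note: 0% = DAX-1 cells with DMSO and 100% = cells lacking DAX-1 with DMSO; higher inhibition means more luminescence from relief of DAX-1 repression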
PLCg1 inh: inhibitors of human phospholipase C gamma1 | P19174 | purified PLC-gamma1, fluorogenic substrate, fluorescence | inhibition, % at 12.2 µM | hit rate 0.84% among 370,000 | AID 720700; in the data active = inhibition above about 9.5%
ssDAF-12 act: activates DAF-12 receptor from parasite S. stercoralis; HEK293 ssDAF-12/GRIP1 lit1-tk-luc reporter, luminescence; % of 3 µM dafachronic acid response; activation, % at 6.8 µM; hit rate 1% among 370,000; AID 652126;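 active = activation above the mean over all tested compounds plus 3 SD, cut at about 0.9% in these data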;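 note: 0% = DMSO-only wells and 100% = 3 µM delta7-dafachronic acid wells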
PLC-beta3 inh: PLC-beta3 (human) inhibition, primary screen | Q01970 | Purified PLC-beta3, fluorogenic substrate, fluorescence | inhibition, % at 12.2 µM | hit rate 0.18% among 370,000; in the data active = inhibition above about 11%;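 note: 0% = median of compound wells on plate and 100% = full blocker control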
DAX1 inh-2: inhibitors of human orphan nuclear receptor DAX1 (NR0B1); AID 504766; P51843; HEK293 Gal4-DAX1 luciferase reporter, luminescence; hit rate 0.99% among 340,000; inhibition, % at 6.75 µM;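 active = inhibition above the mean over all tested compounds plus 3 SD, cut at about 4.2% in these data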;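 note: 0% = DAX1-transfected cells with DMSO and 100% = empty-vector control cells with DMSO; inhibition shows as a rise in luminescence from relieved DAX1 repression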
hgDAF-12 ag: agonists of H. glycines DAF-12 nuclear receptor; HEK293 GAL4-hgDAF12 UAS-luciferase reporter, agonist luminescence; normalized to butyrate control; activation, % at 6.8 µM; hit rate 1.8% among 370,000; AID 687014;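 active = activation above a cutoff set at the mean of all screened compounds plus 3 SD, cut at about 10% in these data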;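 note: 0% = DMSO wells and 100% = sodium butyrate wells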
SMARCA2 act: SMARCA2 function activation, primary screen; MG213 cells, MMTV-luciferase reporter, dexamethasone, overnight; activation, % at 9.1 µM; hit rate 1% among 370,000; in the data active = activation above about 7.8%;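 note: 0% = vehicle wells and 100% = reference activator wells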
* marks the source's active call; other numbers are inactive results; i = inactive; · = not tested or not shown.

1. COc1ccc(NC(=S)N2CCC(N(C)CCN3CCOCC3)CC2)cc1Cl
2. COc1ccccc1N1C(=O)S/C(=C\c2cccs2)C1=O
3. Cc1cc2c(SCc3ccccc3Cl)nc(N)nc2nc1C
4. Nc1cc(=O)[nH]c(SCC(=O)Nc2ccc(S(=O)(=O)N3CCOCC3)cc2)n1
5. Cc1ccc(S(=O)(=O)N2CCCOC2CNC(=O)C(=O)NCc2ccc3c(c2)OCO3)cc1 (stereo not drawn)
6. Cc1cc(/C=N/NC(=O)c2cccnc2)c(C)n1CC(C)C
7. Cc1nnc(SCC(=O)NCC2COc3ccccc3O2)s1 (stereo not drawn)
8. Cc1ccc(S(=O)(=O)N2CCN(C(=O)CCC(=O)Nc3ccc(Br)c(C)c3)CC2)cc1

assay / entry	1	2	3	4	5	6	7	8
MBD2 inh	-3	2	-2	7	1	0	7	-2
ADAM17 inh	3	1	-229	6	0	-4	-2	6
hcDAF-12 act	-1.6	5.4	-0.2	-0.5	-2.6	3.7	-0.2	-1.2
Rev-erbA mod	8	4	5	-1	-2	-8	1	5
DAX1 inh-1	0.1	-0.4	-1.6	0.3	-0.9	0.5	1.7	-1.6
PLCg1 inh	3	1	-271	-2	2	-18	1	2
ssDAF-12 act	-1.1	1.0*	-0.9	-0.7	-1.6	-1.3	-0.9	-1.0
PLC-beta3 inh	-8	1	-352	1	-9	-25	-10	-2
DAX1 inh-2	0.9	-0.8	-1.6	0.2	0.8	0.6	0.3	0.0
hgDAF-12 ag	-0.3	3.9	-2.4	0.0	-2.6	7.4	5.1	-0.1
SMARCA2 act	-2	1	-3	-3	-3	-2	-2	0

9. Cc1ccc2c(COC(=O)c3n[nH]c4ccccc34)cc(=O)oc2c1
10. COc1cc(C(C)=O)ccc1OCC(=O)NC(=O)Nc1ccc(C)cc1C
11. CCOC(=O)C(C)Sc1nnc(CSc2nc3nc(C)cc(C)n3n2)o1 (stereo not drawn)
12. Cc1cc(C)cc(NC(=O)CSc2nc3c(c(=O)[nH]2)CN(Cc2ccc(F)cc2)CC3)c1
13. Nc1nc(SCc2ccc(Cl)cc2Cl)nc2nc3c(cc12)CCCC3
14. C=CCn1c(=O)c(C(=O)NC2CC2)c(O)c2cc(OC)c(OC)cc21
15. O=C1C=C(NCc2ccc(Cl)c(Cl)c2)C2(CCCCC2)O1
16. CCOC(=O)C1CCN(CC(O)COCc2ccc(Cl)cc2)CC1 (stereo not drawn)

assay / entry	9	10	11	12	13	14	15	16
MBD2 inh	5	-7	-2	0	-4	-3	-4	3
ADAM17 inh	-5	-1	2	-1	-11	-22	1	-3
hcDAF-12 act	-0.3	0.5	-0.7	2.2	-1.1	-0.8	0.6	0.6
Rev-erbA mod	17*	28*	-3	-2	-24	20	-5	-4
DAX1 inh-1	1.5	1.8	-0.6	0.3	-0.2	0.5	-0.2	-0.8
PLCg1 inh	0	3	6	-3	-11	-4	1	2
ssDAF-12 act	-0.5	-1.0	-0.7	-0.8	-1.4	-1.6	-1.2	-1.2
PLC-beta3 inh	-3	-1	2	-5	-17	-11	1	-5
DAX1 inh-2	0.9	0.5	0.6	0.3	-1.7	-0.8	-0.5	-0.2
hgDAF-12 ag	1.6	-1.6	3.4	2.5	-1.1	-0.4	0.8	-1.6
SMARCA2 act	5	0	7	-2	-3	2	-1	1

17. Cc1cc(C)c2c(=O)[nH]c(SCC(=O)Nc3ccc(Br)cc3)nc2n1
18. CC(C)Cn1c(-c2cccs2)nc2nc3ccccc3nc21
19. COC(Cc1nnc(SC)n1-c1ccccc1)OC
20. O=C(CSc1ncc(-c2ccc(F)cc2)[nH]1)N1CCCCC1
21. Cc1ccc(CC(=O)Nc2ccc(S(=O)(=O)Nc3nccc(C)n3)cc2)cc1
22. O=C(Cn1cc(C(F)(F)F)ccc1=O)Nc1cccc(S(=O)(=O)N2CCOCC2)c1
23. O=C1c2ccccc2C(c2nnnn2-c2ccc3c(c2)OCCO3)N1Cc1ccc2c(c1)OCO2 (stereo not drawn)
24. CC(=O)N1CCC(N(CCN2CCOCC2)C(=S)Nc2cc(C)cc(C)c2)CC1

assay / entry	17	18	19	20	21	22	23	24
MBD2 inh	3	-5	-1	2	-2	5	0	7
ADAM17 inh	-4	i	1	2	2	-2	-1	-2
hcDAF-12 act	-0.8	-0.4	1.9	1.0	-0.2	-1.0	-0.1	-1.0
Rev-erbA mod	-2	7	0	2	-1	0	2	6
DAX1 inh-1	-0.9	-0.8	-0.2	1.0	-0.1	-0.4	-2.2	0.1
PLCg1 inh	8	i	-1	1	3	0	2	2
ssDAF-12 act	-0.6	-1.3	0.0	-0.6	-0.8	-1.0	-1.6	-1.4
PLC-beta3 inh	-5	i	1	1	-5	-2	1	-3
DAX1 inh-2	1.5	-0.4	-0.3	1.7	-0.7	-0.1	·	0.6
hgDAF-12 ag	0.4	2.3	3.3	1.1	0.4	-2.2	-2.5	0.9
SMARCA2 act	5	1	1	3	-2	-1	-4	-1

25. CCCc1ccc2oc(C(=O)N3CCC[C@H]3CO)c(C)c2c1
26. Cc1noc(C)c1S(=O)(=O)N(C)C[C@H]1OCc2cn(nn2)CCCC(=O)N([C@H](C)CO)C[C@@H]1C
27. C=C(C)C1Cc2nc(N)nc(C)c2C1 (stereo not drawn)
28. CN(c1ccccc1)S(=O)(=O)c1cccc(NC(=O)Cc2ccc(Cl)cc2)c1
29. Cc1cc(O)c(C(C)C)cc1N=Nc1ccccc1C(=O)O
30. COc1ccc(C=O)cc1OC(=O)N1CCOCC1
31. Cc1occc1-c1nnc(SCc2nc3ccccc3c(=O)n2CC#N)n1C
32. Nn1c(SCC(=O)Nc2ccc(F)cc2)nnc1-c1ccccn1

assay / entry	25	26	27	28	29	30	31	32
MBD2 inh	2	1	-2	0	-20	-4	-1	-3
ADAM17 inh	-1	3	-2	5	0	-2	-1	-6
hcDAF-12 act	4.3	1.2	-1.1	-2.3	4.1	2.2	-0.7	0.0
Rev-erbA mod	-1	-3	-2	4	20	3	0	-4
DAX1 inh-1	0.8	-0.2	0.3	-1.2	-0.1	-0.1	-0.4	0.1
PLCg1 inh	0	8	2	4	4	0	-6	0
ssDAF-12 act	-0.3	-0.5	-1.0	-1.6	-0.4	-0.4	-1.4	-0.8
PLC-beta3 inh	-3	8	0	-8	-7	-6	-11	1
DAX1 inh-2	1.6	-0.8	-0.4	-1.2	1.1	1.0	-0.2	0.6
hgDAF-12 ag	9.4	1.8	-0.4	-3.4	-2.9	0.5	-1.7	2.1
SMARCA2 act	2	-3	-1	-2	0	1	4	-3

Gathered by group: those above containing a Cl atom.
1. COc1ccc(NC(=S)N2CCC(N(C)CCN3CCOCC3)CC2)cc1Cl
3. Cc1cc2c(SCc3ccccc3Cl)nc(N)nc2nc1C
13. Nc1nc(SCc2ccc(Cl)cc2Cl)nc2nc3c(cc12)CCCC3
15. O=C1C=C(NCc2ccc(Cl)c(Cl)c2)C2(CCCCC2)O1
16. CCOC(=O)C1CCN(CC(O)COCc2ccc(Cl)cc2)CC1 (stereo not drawn)
28. CN(c1ccccc1)S(=O)(=O)c1cccc(NC(=O)Cc2ccc(Cl)cc2)c1

assay / entry	1	3	13	15	16	28
MBD2 inh	-3	-2	-4	-4	3	0
ADAM17 inh	3	-229	-11	1	-3	5
hcDAF-12 act	-1.6	-0.2	-1.1	0.6	0.6	-2.3
Rev-erbA mod	8	5	-24	-5	-4	4
DAX1 inh-1	0.1	-1.6	-0.2	-0.2	-0.8	-1.2
PLCg1 inh	3	-271	-11	1	2	4
ssDAF-12 act	-1.1	-0.9	-1.4	-1.2	-1.2	-1.6
PLC-beta3 inh	-8	-352	-17	1	-5	-8
DAX1 inh-2	0.9	-1.6	-1.7	-0.5	-0.2	-1.2
hgDAF-12 ag	-0.3	-2.4	-1.1	0.8	-1.6	-3.4
SMARCA2 act	-2	-3	-3	-1	1	-2

Other records follow:
33. CC(=O)Nc1ccc(N=Nc2c(C)[nH]n(C(N)=S)c2=O)cc1
34. CCOc1ccc(OCCCC(=O)ON=C(N)c2ccccc2C)cc1
35. O=C(/C=C/c1ccc(S(=O)(=O)N2CCOCC2)cc1)NC(=S)Nc1ccc(Cl)cc1Cl
36. CCCNC(=O)c1cc2c(c(-c3cccc(-c4cc5ccccc5o4)c3)n1)[C@@H](CCO)N(C(=O)NC(C)C)C2
37. CC(C)C(=O)NC(=S)Nc1ccc(S(=O)(=O)Nc2ccccc2)cc1
38. O=C(N/N=C/c1ccc(OCCCF)cc1)c1cc(OCC(F)(F)F)ccc1OCC(F)(F)F
39. COc1ccc(OC)c(/C=N/NC(=O)c2cc3c(OC)cccc3[nH]2)c1
40. CN(C)c1ccc(C=Cc2cnccn2)cc1

assay / entry	33	34	35	36	37	38	39	40
MBD2 inh	-15	5	-1	-5	0	1	-7	-3
ADAM17 inh	-1	-7	1	-3	3	-3	-39	-9
hcDAF-12 act	0.7	-1.6	-2.0	-0.6	-1.8	-1.4	0.5	4.8
Rev-erbA mod	3	8	-1	6	5	1	-1	-3
DAX1 inh-1	0.6	0.8	0.0	0.2	-0.7	0.6	0.4	6.7*
PLCg1 inh	1	0	-2	-11	3	-3	-164	-196
ssDAF-12 act	-1.0	-1.3	-1.0	-1.1	-1.4	-1.1	-1.0	0.2
PLC-beta3 inh	-1	-10	-1	-15	2	-4	-245	-274
DAX1 inh-2	0.8	0.9	-0.3	·	-1.1	0.3	-0.8	-0.9
hgDAF-12 ag	0.8	2.3	2.5	-3.0	-1.5	-0.3	-0.3	18*
SMARCA2 act	2	-1	0	-6	0	1	-6	2

41. CCn1c(CCNC(=O)c2ccc(Cl)cc2)n[nH]c1=S
42. CC(OC(=O)c1cc(S(=O)(=O)N2CCOCC2)ccc1Br)C(=O)N1CCOCC1 (stereo not drawn)
43. COc1ccc(OC)c(C(=O)COC(=O)c2cc(C)oc2C)c1
44. CC1(C)CN(c2ccc(Br)cc2Br)C1=O
45. CC(C)(C)NCC(=O)c1c[nH]c2ccccc12
46. Cc1cc(C)n(-c2ncnc3c2oc2ccccc23)n1
47. CC1(C)C2CCC1(C)C(OCCNCCOC(=O)Nc1ccccc1)C2 (stereo not drawn)
48. Cc1ccc(C(=O)N2CCCC(CCC(=O)NCc3ccc(F)c(F)c3)C2)cn1 (stereo not drawn)

assay / entry	41	42	43	44	45	46	47	48
MBD2 inh	-5	0	-2	-2	1	2	1	-2
ADAM17 inh	0	-3	-1	1	-5	-8	2	0
hcDAF-12 act	-1.3	1.4	-0.7	-0.7	2.7	-1.4	-1.0	0.9
Rev-erbA mod	-1	-3	13	0	7	3	1	-4
DAX1 inh-1	-0.3	0.0	-0.3	0.5	-0.3	-0.1	1.4	0.8
PLCg1 inh	1	2	-37	1	0	-4	3	1
ssDAF-12 act	-1.0	-0.9	-1.6	-1.3	0.8	-1.4	-1.8	-0.9
PLC-beta3 inh	4	-5	-36	4	3	-3	-2	0
DAX1 inh-2	0.9	0.3	-0.1	-0.8	-1.0	0.6	3.3	0.0
hgDAF-12 ag	0.9	-1.2	-0.9	-2.7	0.0	-1.8	2.0	1.9
SMARCA2 act	0	1	-2	-2	1	2	-2	4

From PubChem
